IL1B secr inh: inhibitors of inflammasome signaling (IL-1 beta secretion); 360,000 tested, 4.7% active; THP-1 LPS/ATP IL-1B secretion, AlphaLISA, 16 h; stronger effect = lower value; activity change, % at 57.5 µM; in the data active = activity change below about -50%; inconclusive = mostly about -30% to -49%; also: % is scaled to controls: 0 for no effect and ±100 for the full control effect
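Secreted IL-1B measured by AlphaLISA bead assay after 16 h compound exposure of THP-1 cells; compounds (final up to 57.5 uM) added 1 h before LPS (250 ng/mL) and ATP (1.25 mM) stimulation; lower signal means less secretion.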
WRN inhibitor: WRN helicase (human) inhibition; Q14191; WRN helicase unwinding, fluorescent forked duplex, kinetic; Potency, µM (highest dose often 114 µM), without a hit: top-dose activity change, negative = inhibition, actives largely listed as inhibitors; 360,000 tested, 0.46% active; also: potency is read from the fitted curve at half-maximal effect; % is scaled to controls: 0 for no effect and ±100 for the full control effect; nearly all actives have a fitted effect of over 55% in size
Target sequence (Q14191 whole entry, looked up): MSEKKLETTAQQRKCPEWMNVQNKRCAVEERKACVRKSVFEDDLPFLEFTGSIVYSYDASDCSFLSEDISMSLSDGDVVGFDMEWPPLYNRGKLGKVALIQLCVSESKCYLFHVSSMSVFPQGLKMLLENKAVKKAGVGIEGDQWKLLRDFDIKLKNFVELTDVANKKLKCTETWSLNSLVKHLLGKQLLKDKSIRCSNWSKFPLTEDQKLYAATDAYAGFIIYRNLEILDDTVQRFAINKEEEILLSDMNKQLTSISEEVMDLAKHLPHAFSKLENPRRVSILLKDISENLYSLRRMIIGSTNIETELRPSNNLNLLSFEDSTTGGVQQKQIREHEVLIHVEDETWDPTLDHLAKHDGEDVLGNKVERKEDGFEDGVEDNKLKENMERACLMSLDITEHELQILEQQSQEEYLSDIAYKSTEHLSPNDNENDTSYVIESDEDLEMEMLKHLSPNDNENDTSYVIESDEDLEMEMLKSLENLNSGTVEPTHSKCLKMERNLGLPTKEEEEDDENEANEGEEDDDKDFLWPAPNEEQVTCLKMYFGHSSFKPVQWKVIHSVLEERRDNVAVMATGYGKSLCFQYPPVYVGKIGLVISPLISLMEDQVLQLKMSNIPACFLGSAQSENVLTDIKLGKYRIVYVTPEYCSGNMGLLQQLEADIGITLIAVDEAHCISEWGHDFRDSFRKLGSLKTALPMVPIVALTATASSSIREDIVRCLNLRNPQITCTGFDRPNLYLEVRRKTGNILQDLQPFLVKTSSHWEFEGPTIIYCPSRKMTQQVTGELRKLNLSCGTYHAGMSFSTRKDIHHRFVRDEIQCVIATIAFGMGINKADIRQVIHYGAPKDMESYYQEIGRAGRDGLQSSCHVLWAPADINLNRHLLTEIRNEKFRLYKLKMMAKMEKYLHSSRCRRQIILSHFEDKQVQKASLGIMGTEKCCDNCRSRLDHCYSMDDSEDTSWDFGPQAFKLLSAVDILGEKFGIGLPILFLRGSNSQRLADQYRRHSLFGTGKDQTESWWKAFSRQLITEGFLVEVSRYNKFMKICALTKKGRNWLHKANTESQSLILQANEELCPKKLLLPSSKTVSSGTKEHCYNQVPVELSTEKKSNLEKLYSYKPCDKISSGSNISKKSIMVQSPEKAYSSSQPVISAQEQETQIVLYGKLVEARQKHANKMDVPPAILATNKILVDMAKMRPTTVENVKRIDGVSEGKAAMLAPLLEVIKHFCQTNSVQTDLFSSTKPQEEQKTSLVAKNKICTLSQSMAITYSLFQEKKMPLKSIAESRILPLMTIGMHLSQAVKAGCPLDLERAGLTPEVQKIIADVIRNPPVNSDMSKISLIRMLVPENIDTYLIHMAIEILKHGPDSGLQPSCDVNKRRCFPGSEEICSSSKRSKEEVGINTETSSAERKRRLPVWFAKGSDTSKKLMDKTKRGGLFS
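Fluorescence dequenching readout, ex 525 nm/em 598 nm, kinetic mode: forked duplex DNA (100 nM final) with adjacent fluorophore and quencher unwound by WRN (20 nM final) with 2 mM ATP. Compound preincubation 15 min, room temperature.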
ATXN2 expr inh: inhibitors of ATXN2 expression; HEK-293 ATXN2-luciferase reporter, luminescence, 24 h; Potency, µM (doses to about 57 µM), inactives show at the highest dose activity change, negative = inhibition, most hits filed as inhibitors; 360,000 tested, 0.72% active; also: potency is read from the fitted curve at half-maximal effect; % is scaled to controls: 0 for no effect and ±100 for the full control effect; nearly all actives have a fitted effect of over 55% in size
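qHTS (up to 57 uM final) was run with 24 h compound exposure of reporter cells at 37 °C. Each well was multiplexed: SteadyGlo luminescence measured ATXN2-luciferase expression after a fluorogenic Gly-Phe-AFC viability readout (25 uM final).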
KB-3-1 tox: KB-3-1 parental cell cytotoxicity | KB-3-1 viability, CellTiter-Glo ATP luminescence, 72 h | Potency, µM (series often up to 46.1 µM), for inactives: top-dose activity change, negative = cytotoxic, usual class: cytotoxic | 400,000 tested, 1.4% active | AID 1347075; also: potency is read from the fitted curve at half-maximal effect; % is scaled to controls: 0 for no effect and ±100 for the full control effect; nearly all actives have a fitted effect of over 60% in size
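KB-3-1 cells, DMEM (no phenol red) + 10% FBS; compound by pin transfer, 72 h, 37 °C. Readout: CellTiter-Glo luminescence after 10 min. Data normalized, curve-fitted.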
KB-V1 cytotox: KB-V1 MDR subline cytotoxicity; AID 1347076; 400,000 tested, 3.4% active; Potency, µM (highest dose often 46.1 µM), inactives show at the top dose activity change, negative = cytotoxicity, most hits filed as cytotoxic; KB-V1 MDR cells viability, CellTiter-Glo, 72 h; also: potency is read from the fitted curve at half-maximal effect; % is scaled to controls: 0 for no effect and ±100 for the full control effect; nearly all actives have a fitted effect of over 60% in size
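Cytotoxicity toward P-gp-expressing KB-V1 cells was determined as loss of CellTiter-Glo luminescence after 72 h at 37 degrees C. Compounds were tested in quantitative HTS format across a concentration range, with curves fitted to normalized data.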
HT1080NT lethal: kills 2HG-producing HT-1080-NT fibrosarcoma cells; HT-1080-NT fibrosarcoma viability, CellTiter-Glo ATP luminescence, 48 h; Potency, µM (doses to about 46.1 µM), without a hit: at the top dose activity, negative = less viability, usual class: cytotoxic; 360,000 tested, 1.6% active;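 also: NT is the 2HG producing partner of a matched IDH1 knockdown line; potency is read from the fitted curve at half-maximal effect; 0% = DMSO-treated cells and -100% = media-only wells without cells; nearly all actives have a fitted effect of over 55% in size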
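Toxicity toward the 2HG-producing NT line was scored as %Activity, normalised to DMSO and no-cell wells, from CellTiter-Glo luminescence after 48 hours' treatment.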
SW480 rereplic: DNA re-replication induction in SW480 cells | SW480 DNA re-replication, Hoechst DNA content imaging, 48 h | 340,000 tested, 1.8% active | Potency, µM (series often up to 46.1 µM), for inactives: top-dose re-replication activation, hits mostly activators | AID 624297; also: potency is read from the fitted curve at half-maximal effect; % of control where 0% means no effect; nearly all actives have a fitted effect of over 55% in size
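Quantitative HTS format with DMSO vehicle controls; 48 hr drug incubation at 37 C, then 40 min Hoechst staining and scanning imager measurement at 405 nm excitation.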
HT1080 IDH1KD tx: kills HT-1080 cells with IDH1 knockdown. HT-1080 IDH1 knockdown viability, ATP luminescence, 48 h. 360,000 tested, 2% active. Potency, µM (top dose mostly 46.1 µM), without a hit: top-dose activity, negative = toxicity, hits mostly cytotoxic;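 also: potency is read from the fitted curve at half-maximal effect; 0% = DMSO wells and -100% = cell-free medium wells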
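IDH1KD HT-1080 cells, 750/well, RPMI + 5% FBS; compound pinned after 2 h settling; 48 h, 37 °C; CellTiter-Glo luminescence; % activity normalised to DMSO and no-cell wells; curves fitted, classed by r2 and efficacy.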
MCF10A rerep: induces DNA re-replication in MCF 10a normal breast cells. MCF 10A DNA re-replication, Hoechst nuclear intensity, 48 h. Potency, µM (doses to about 46.1 µM), for inactives: at the top dose activity, positive = re-replication, most hits filed as activators. 350,000 tested, 2.9% active; also: potency is read from the fitted curve at half-maximal effect; % of control where 0% means no effect; nearly all actives have a fitted effect of over 50% in size
An asterisk follows results filed as active; [ ] = another dose, or the depositor's remark. Unless noted, calls follow the shape of the dose curve; as a rule, active = well fitted curve in the direction sought with a large enough effect; inconclusive = small, poorly fitted or top-dose-only effect, or another doubt; inactive = no such curve, though single readings can be large; an effect the other way counts as inactive or inconclusive.

For CCCCc1nc2ccccc2c(=O)n1NC(=O)c1c(O)c2ccccc2n(C)c1=O the results were IL1B secr inh -10, WRN inhibitor -4%, ATXN2 expr inh -36%, KB-3-1 tox 13µM*, KB-V1 cytotox inconclusive, HT1080NT lethal 0%, SW480 rereplic inconclusive, HT1080 IDH1KD tx -7% and MCF10A rerep 9%.
CNS(=O)(=O)c1ccc(CCC(=O)N2CCOCC2)cc1 was read as IL1B secr inh 2, WRN inhibitor -1%, ATXN2 expr inh 7%, KB-3-1 tox 2%, KB-V1 cytotox 2%, HT1080NT lethal -2%, SW480 rereplic -1%, HT1080 IDH1KD tx 8% and MCF10A rerep -4%.
CC(C)(C)NCC(O)COCc1ccc(Cl)cc1 (configuration not stated) was read as IL1B secr inh -9, WRN inhibitor 10%, ATXN2 expr inh -6%, KB-3-1 tox 8%, KB-V1 cytotox -1%, HT1080NT lethal -2%, SW480 rereplic 18%, HT1080 IDH1KD tx 0% and MCF10A rerep -6%.
`CCCCCCN1C[C@H](O)[C@@H](n2cc(C3CC3)nn2)C[C@@H]1c1ccc(OC)cc1` gave IL1B secr inh -13, WRN inhibitor -1%, ATXN2 expr inh -23%, KB-3-1 tox -20%, KB-V1 cytotox inconclusive, HT1080NT lethal -17% and HT1080 IDH1KD tx -11%.
`O=C(CSc1nnc(Cn2nnc(-c3ccccc3)n2)n1-c1ccccc1)Nc1ccc(F)cc1` gave IL1B secr inh 16, WRN inhibitor 3%, KB-3-1 tox 5%, KB-V1 cytotox 7%, HT1080NT lethal 7%, SW480 rereplic -4%, HT1080 IDH1KD tx 7% and MCF10A rerep 0%.
O=S1(=O)CCN(CCCc2ccccc2)CC1 was read as IL1B secr inh -1, WRN inhibitor -2%, KB-3-1 tox 0%, KB-V1 cytotox 19%, HT1080NT lethal 13% and HT1080 IDH1KD tx 12%.
Screening COc1ccc(-c2ncn(CCC#N)c2[N+](=O)[O-])cc1 returned IL1B secr inh 8, WRN inhibitor 1%, ATXN2 expr inh 8%, KB-3-1 tox -6%, KB-V1 cytotox inconclusive, HT1080NT lethal 0%, SW480 rereplic -23%, HT1080 IDH1KD tx 0% and MCF10A rerep -34%[inhibitor].
Screening Cc1ccc(CNCCCSc2nc(C)cc(C)n2)cc1 returned IL1B secr inh inconclusive, WRN inhibitor -3%, ATXN2 expr inh -10%, KB-3-1 tox -4%, KB-V1 cytotox 0%, HT1080NT lethal -10%, SW480 rereplic inconclusive, HT1080 IDH1KD tx -8% and MCF10A rerep inconclusive.
For Cc1ccc(S(=O)(=O)N2C3CC(c4ccccc4)N(S(=O)(=O)c4cccc(Cl)c4)CC3C(=O)C[C@H]2c2ccccc2)cc1 (some centres not stated) the results were IL1B secr inh 5, WRN inhibitor -9%, KB-3-1 tox -4%, KB-V1 cytotox inconclusive, HT1080NT lethal 15% and HT1080 IDH1KD tx 9%.
`CCN(CC)S(=O)(=O)c1ccc(C(O)=C(C#N)c2nc3ccccc3n2C)cc1` gave IL1B secr inh -72*, WRN inhibitor -1%, ATXN2 expr inh inconclusive, KB-3-1 tox inconclusive, KB-V1 cytotox -47%, HT1080NT lethal -16%, SW480 rereplic 21%, HT1080 IDH1KD tx -6% and MCF10A rerep inconclusive.
`Cc1ccc(S(=O)(=O)N2CCN(C)CC2)cc1C(=O)NC1CCCCC1` gave IL1B secr inh 6, WRN inhibitor -22%, ATXN2 expr inh -9%, KB-3-1 tox -3%, KB-V1 cytotox -3%, HT1080NT lethal -12%, SW480 rereplic 5%, HT1080 IDH1KD tx -2% and MCF10A rerep 1%.
`CCCCCCOC(=O)/C=C/c1c(C)[nH]c(=O)[nH]c1=O` gave IL1B secr inh 31, WRN inhibitor 3%, ATXN2 expr inh -26%, KB-3-1 tox -15%, KB-V1 cytotox -20%, HT1080NT lethal -7%, SW480 rereplic -5%, HT1080 IDH1KD tx -8% and MCF10A rerep 3%.
C=CCn1c(C)cc(-c2csc(NC)n2)c1C was read as IL1B secr inh -96*, WRN inhibitor -8%, ATXN2 expr inh -17%, KB-3-1 tox inconclusive, KB-V1 cytotox -11%, HT1080NT lethal inconclusive, SW480 rereplic -8%, HT1080 IDH1KD tx -14% and MCF10A rerep inconclusive.
`CC(C)CNC(=O)c1cccc(NC(=O)C(C)C)c1` gave IL1B secr inh 28, WRN inhibitor 9%, ATXN2 expr inh -3%, KB-3-1 tox 1%, KB-V1 cytotox 4%, HT1080NT lethal -1%, SW480 rereplic 0%, HT1080 IDH1KD tx 2% and MCF10A rerep -13%.
Screening COc1ccc(CNC(=O)CNS(=O)(=O)c2ccc(Cl)cc2)cc1 returned IL1B secr inh 10, WRN inhibitor -15%, ATXN2 expr inh 6%, KB-3-1 tox -6%, KB-V1 cytotox 0%, HT1080NT lethal 20%, SW480 rereplic -11%, HT1080 IDH1KD tx 11% and MCF10A rerep -1%.

No new results follow: an excerpt of the list.
Screening COc1ccc(-c2ncn(CCC#N)c2[N+](=O)[O-])cc1 returned IL1B secr inh 8, WRN inhibitor 1%, ATXN2 expr inh 8%, KB-3-1 tox -6%, KB-V1 cytotox inconclusive, HT1080NT lethal 0%, SW480 rereplic -23%, HT1080 IDH1KD tx 0% and MCF10A rerep -34%[inhibitor].
Screening Cc1ccc(CNCCCSc2nc(C)cc(C)n2)cc1 returned IL1B secr inh inconclusive, WRN inhibitor -3%, ATXN2 expr inh -10%, KB-3-1 tox -4%, KB-V1 cytotox 0%, HT1080NT lethal -10%, SW480 rereplic inconclusive, HT1080 IDH1KD tx -8% and MCF10A rerep inconclusive.

(next part)
For CCOc1ccc(NC(=O)C2CC(=O)N(CC)C(=Nc3ccc4c(c3)OCO4)S2)cc1 (configuration not stated) the results were IL1B secr inh -10, WRN inhibitor -6%, ATXN2 expr inh -12%, KB-3-1 tox 13%, KB-V1 cytotox 0%, HT1080NT lethal -2%, SW480 rereplic -5%, HT1080 IDH1KD tx -4% and MCF10A rerep 3%.
For CC(C)(C)c1n[nH]c(=S)n(/N=C/c2cccs2)c1=O the results were IL1B secr inh 28, WRN inhibitor -1%[57.1 µM], ATXN2 expr inh 26%, KB-3-1 tox 4%, KB-V1 cytotox 0%, HT1080NT lethal 2%, SW480 rereplic 1%, HT1080 IDH1KD tx 10% and MCF10A rerep 0%.
`COc1ccc(CCNC(=O)c2cc(-c3ccc(C)cc3O)n[nH]2)cc1OC` gave IL1B secr inh 10, WRN inhibitor 4%, ATXN2 expr inh -16%, KB-3-1 tox -2%, KB-V1 cytotox -9%, HT1080NT lethal inconclusive, SW480 rereplic inconclusive, HT1080 IDH1KD tx inconclusive and MCF10A rerep 4%.
For Cc1ccc(OCC(=O)N/N=C\c2ccc(O)c([N+](=O)[O-])c2)c([N+](=O)[O-])c1 the results were IL1B secr inh 3, WRN inhibitor -4%, KB-3-1 tox -5%, KB-V1 cytotox -6%, HT1080NT lethal -3%, SW480 rereplic -5%, HT1080 IDH1KD tx -12% and MCF10A rerep 1%.
O=C(O)C(Cc1ccccc1-c1ccccc1)C(=O)O was read as IL1B secr inh 19, WRN inhibitor 3%, KB-3-1 tox -23%, KB-V1 cytotox inconclusive, HT1080NT lethal -3%, SW480 rereplic -4%, HT1080 IDH1KD tx 4% and MCF10A rerep -2%.
For O=C(NCc1ccccc1)C1=C[C@@H](C2CCCCC2)C[C@@H](OCCCCO)O1 the results were IL1B secr inh -1, WRN inhibitor 3%, ATXN2 expr inh inconclusive, KB-3-1 tox 3%, KB-V1 cytotox -12%, HT1080NT lethal inconclusive, SW480 rereplic 2%, HT1080 IDH1KD tx 0% and MCF10A rerep 6%.
For C=C1CCC[C@]2(C)C[C@H]3OC(=O)C(CN4CC(C)OC(C)C4)[C@H]3C[C@@H]12 (some centres not stated) the results were IL1B secr inh -71*, WRN inhibitor -3%, ATXN2 expr inh inconclusive, KB-3-1 tox inconclusive, KB-V1 cytotox -22%, HT1080NT lethal inconclusive, SW480 rereplic inconclusive, HT1080 IDH1KD tx inconclusive and MCF10A rerep inconclusive.
Screening CCN(c1ccc(NC(=O)COC(=O)C2CCN(c3ccc(C(F)(F)F)cn3)CC2)cc1)C(C)C returned IL1B secr inh 0, WRN inhibitor -6%, ATXN2 expr inh 8%, KB-3-1 tox 12%, KB-V1 cytotox -11%, HT1080NT lethal 11%, SW480 rereplic inconclusive, HT1080 IDH1KD tx 3% and MCF10A rerep 9%.
`Cc1ccccc1Cn1nc(C)c(NC(=O)c2nc3n(n2)C(C(F)F)CC(C)N3)c1C` (configuration not stated) gave IL1B secr inh -4, WRN inhibitor 12%, ATXN2 expr inh -5%, KB-3-1 tox 10%, KB-V1 cytotox 5%, HT1080NT lethal 8%, SW480 rereplic -4%[9.22 µM], HT1080 IDH1KD tx 3% and MCF10A rerep -6%.
`O=C(O)c1ccc2nc(CO)[nH]c2c1` gave IL1B secr inh -6, WRN inhibitor -3%, ATXN2 expr inh 13%, KB-3-1 tox 13%, KB-V1 cytotox -5%, HT1080NT lethal 8%, SW480 rereplic 1%, HT1080 IDH1KD tx 3% and MCF10A rerep -2%.
COc1ccc(CN2C(=O)C(CC(=O)NCc3cccc4ccccc34)CC(C(=O)N3CCOCC3)=C2C)cc1 (configuration not stated) was read as IL1B secr inh -5, WRN inhibitor -5%, ATXN2 expr inh 1%, KB-3-1 tox -11%, KB-V1 cytotox 5%, HT1080NT lethal -2% and HT1080 IDH1KD tx 0%.
